Screening data from PubChem BioAssay.
procasp3 activ – activates human procaspase-3; recombinant procaspase-3 D3A, Ac-DEVD-pNA absorbance 405 nm; activation, % at 8.5 µM; P42574; 0.11% of 330,000 active; AID 463141;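 active = activation above the mean of all tested compounds plus 3 SD, cut at about 21% in these data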;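 also: 0% = DMSO alone and 100% = DMSO wells spiked with extra 5 µM PC-3 D3A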
Target sequence (P42574 whole entry D9A/D28A/D175A): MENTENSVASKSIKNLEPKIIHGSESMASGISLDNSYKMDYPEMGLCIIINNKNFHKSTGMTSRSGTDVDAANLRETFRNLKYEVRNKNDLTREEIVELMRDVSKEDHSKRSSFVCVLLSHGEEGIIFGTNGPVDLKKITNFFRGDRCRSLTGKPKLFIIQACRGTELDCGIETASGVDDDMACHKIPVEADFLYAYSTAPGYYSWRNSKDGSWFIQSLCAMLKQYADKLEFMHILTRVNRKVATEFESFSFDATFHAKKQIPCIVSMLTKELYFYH
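Technique: 405 nm absorbance of p-nitroaniline, reads at 0 and 120 min; Test system: Procaspase-3 D3A mutant; Incubation: 1 h enzyme-compound preincubation, then 2 h substrate reaction, 25 °C; Repeats: singlicate, each compound tested once; Benchmarks: low control DMSO wells, high control DMSO plus 5 µM PC-3 D3A.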
CTSL1 counter – cathepsin L1 inhibition, PFM18AAP counter-screen. recombinant F. hepatica cathepsin L1, Z-Leu-Arg-MCA fluorescence. inhibition, % at 5.96 µM. 0.49% of 300,000 active;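 active = inhibition above the mean of all tested compounds plus 3 SD, set per screening campaign, cut at about 17% in these data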;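 also: 0% = plate median of test compound wells and 100% = 1 µM Z-Phe-Ala-diazomethylketone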
Efflux pump mplx – antifungal efflux pump inhibition, Nile Red retention | AID 485275 | inhibition, % at 10 µM | S. cerevisiae Candida pump triplex | 0.44% of 330,000 active;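 active = plate passing quality check with inhibition over a set limit, or well fluorescence over plate mean plus 4 SD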;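 also: Nile Red retained in pooled yeast measured as flow cytometry median fluorescence; 0% = buffer negative control and 100% = Enniatin B positive control; higher means more Nile Red kept so more efflux inhibition; some compounds called inactive have numbers as strong as hits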
GASC-1 inh – human JMJD2C demethylase inhibition. GST-JMJD2C(1-420) H3K9me3 demethylation, DELFIA europium. 0.069% of 330,000 active. inhibition, % at 2.35 µM;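 active = more than half of a compound's replicate wells show inhibition beyond 50%, single wells judged on their own value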;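 also: signal counts dimethyl H3K9 product captured on neutravidin plate; 0% = median of DMSO wells and 100% = 0.3 times that DMSO median; strong numbers were not always called active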
PP5 primary – blocks human protein phosphatase 5 activity; P53041; purified PP5c, OMFP substrate fluorescence; inhibition, % at 6.7 µM; 0.18% of 320,000 active; AID 1987;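 active = inhibition above the campaign's mean inhibition across all tested compounds plus 3 SD, cut at about 9.5% in these data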;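 also: 0% = DMSO only and 100% = 100 µM cantharidin control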
TPT1 inhibitor – blocks Candida albicans tRNA 2'-phosphotransferase | 0.81% of 300,000 active | recombinant caTPT1, FP RNA substrate dephosphorylation | inhibition, % at 5 µM;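 active = inhibition above the mean of all tested compounds plus 3 SD, set per screening campaign, cut at about 24% in these data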;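 also: plate controls were DMSO alone for no effect and ferristatin control at 100 nM for full effect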
HCV core dimer – blocks dimerization of HCV core protein. inhibition, % at 5 µM. 0.33% of 300,000 active. TR-FRET GST/Flag-core106 dimerization, 1536-well;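 active = inhibition above the mean of all tested compounds plus 3 SD, set per screening campaign, cut at about 45% in these data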
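System: GST/Flag-tagged HCV core106 proteins. Incubation: compound-protein-antibody incubation 4 h at 22.5 °C. Technique: HTRF with 340 nm excitation, 617/671 nm emission. Medium: KF-containing HEPES buffer, pH 7.45, DTT, CHAPS, BSA. Read-out: inhibition (%) from 671 over 617 nm ratio. Also added: Eu(K)-anti-GST 90 ng/mL plus XL665-anti-Flag 1 µg/mL.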
PP1 counter – blocks human PP1-alpha phosphatase, a PP5 counter-screen; P62136; AID 2235; inhibition, % at 6.7 µM; purified PP1alpha, OMFP fluorescence; 0.9% of 320,000 active;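 active = inhibition above the mean inhibition of all tested compounds plus 3 SD, computed separately for each screening campaign, cut at about 15% in these data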
Target sequence (P62136 whole entry, looked up): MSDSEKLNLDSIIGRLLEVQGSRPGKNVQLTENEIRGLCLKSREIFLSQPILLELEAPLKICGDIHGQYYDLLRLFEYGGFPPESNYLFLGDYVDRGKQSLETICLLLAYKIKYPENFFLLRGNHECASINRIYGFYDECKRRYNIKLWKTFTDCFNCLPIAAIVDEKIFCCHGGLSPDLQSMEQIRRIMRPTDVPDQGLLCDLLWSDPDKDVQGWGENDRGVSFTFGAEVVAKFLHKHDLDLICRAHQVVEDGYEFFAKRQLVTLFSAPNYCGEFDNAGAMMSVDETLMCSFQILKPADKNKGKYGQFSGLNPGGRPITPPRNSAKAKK
proCasp7 act – counter-screen for procaspase-3 activators: activators of human procaspase-7; activation, % at 8.5 µM; P55210; 0.093% of 330,000 active; AID 463210; recombinant procaspase-7, Ac-DEVD-pNA absorbance 405 nm; D23A/D198A/D206A triple mutant, cannot self-cleave; scale: DMSO 0, 5 µM enzyme 100;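 active = percent activation above the screen-wide mean plus 3 SD, cut at about 25% in these data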
Target sequence (P55210 whole entry D23A/D198A/D206A): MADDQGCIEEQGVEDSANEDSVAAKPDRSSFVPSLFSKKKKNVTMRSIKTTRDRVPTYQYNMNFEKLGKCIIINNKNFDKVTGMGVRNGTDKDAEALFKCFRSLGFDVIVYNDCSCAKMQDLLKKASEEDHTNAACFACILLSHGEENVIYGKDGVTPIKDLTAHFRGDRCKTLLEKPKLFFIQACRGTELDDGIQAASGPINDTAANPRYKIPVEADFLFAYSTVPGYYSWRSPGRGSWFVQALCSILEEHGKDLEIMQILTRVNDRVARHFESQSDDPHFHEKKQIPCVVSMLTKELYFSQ
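Test system: Procaspase-7 triple mutant (PC-7 D3A). Also added: Ac-DEVD-pNA substrate, 400 µM as added. Schedule: 1 h enzyme–compound preincubation and 2 h substrate reaction, both 25 °C. Signal: p-Nitroaniline absorbance at 405 nm, read at 0 and 120 min. Control set: low DMSO alone, high DMSO plus 5 µM PC-7.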
Starred values were filed as active, the others as inactive; . = not tested or not shown. Compounds were not picked by outcome; 2.9% or so of the library scored in one or more.

cpd	SMILES	procasp3 activ	CTSL1 counter	Efflux pump mplx	GASC-1 inh	PP5 primary
1	Cc1ccc2occ(/C=N/NC(=O)c3ccccc3O)c(=O)c2c1	5	-1	0.0	7	-2.1
2	Cc1ccc2nc(SCc3ccccc3)c(C=O)c(=O)n2c1	-3	3	-0.2	0	0.5
3	Cc1cccc(C(=O)N2CCCC(Nc3ccc(F)c(F)c3)C2)n1 (stereo not given)	-9	2	-0.7	-3	4.1
4	CC(C)Cn1c2c(c(O)c(C(=O)Nc3ncccc3O)c1=O)CCCC2	-26	2	-0.1	-54	-0.9
5	CN1CCN(S(=O)(=O)c2cccc(C(=O)N(C)Cc3c(F)cccc3Cl)c2)CC1	-1	.	-0.2	-7	0.4
6	Cc1ccc(NC(=O)COC(=O)COc2ccc3ccc(=O)oc3c2)cc1[N+](=O)[O-]	2	.	-0.1	-6	0.5
7	Cc1ccc(NC(=O)CN2C(=O)CC(C)S(=O)(=O)c3ccccc32)cc1 (stereo not given)	4	1	-0.1	-8	0.2
8	CCN(CC)C(=O)CC(c1ccc(N(C)C)cc1)c1c(OC)cc(OC)c2c(-c3ccccc3)cc(=O)oc12 (stereo not given)	-4	-1	-0.1	-5	4.0

cpd	TPT1 inhibitor	HCV core dimer	PP1 counter	proCasp7 act
1	14	19	1	-3
2	-1	1	-2	-6
3	-1	-26	-1	-4
4	-3	6	7	-22
5	.	.	-1	0
6	.	.	0	2
7	0	9	-3	0
8	-3	21	7	-6

Next part.
cpd	SMILES	procasp3 activ	CTSL1 counter	Efflux pump mplx	GASC-1 inh	PP5 primary
9	CCc1nnc(NC(=O)Cn2ccc(C(F)(F)F)n2)s1	-5	-1	0.0	7	1.8
10	COc1ccc(Cc2nnc(-c3ccc(F)cc3)o2)cc1OC	0	-5	-0.7	17	1.2
11	COc1ccc(-c2c(C#Cc3ccsc3)c3cc(-c4ccc5c(c4)OCCO5)ccc3n2C)cc1	-4	.	0.3	20	.
12	CC(C)(C)C(=O)Nc1cc(S(=O)(=O)Nc2ccc(Cl)cc2)ccc1O	-2	3	0.1	3	0.9
13	COCCCNc1nc2ccccc2nc1NS(=O)(=O)c1cccc(C)c1	2	1	-0.1	9	1.1
14	COc1cc(C=O)cc(Br)c1OCC(N)=O	1	0	0.0	8	-0.1
15	Cc1occc1C(=O)N/N=C/c1ccc(-c2ccccc2)cc1	5	1	0.2	14	1.5
16	c1ccc(C2CC(c3ccccc3)C(c3ccccc3)N2)cc1 (stereo not given)	-1	0	0.3	8	4.3

cpd	TPT1 inhibitor	HCV core dimer	PP1 counter	proCasp7 act
9	-2	-6	-2	0
10	-10	-10	-1	-2
11	.	.	.	7
12	-1	-1	-5	-2
13	-3	4	-1	12
14	0	-3	1	0
15	0	0	3	6
16	1	-4	-1	6

Profiles, looked up by structure. Order of values: procasp3 activ | CTSL1 counter | Efflux pump mplx | GASC-1 inh | PP5 primary | TPT1 inhibitor | HCV core dimer | PP1 counter | proCasp7 act
COc1ccc(Cc2nnc(-c3ccc(F)cc3)o2)cc1OC as listed: 0 | -5 | -0.7 | 17 | 1.2 | -10 | -10 | -1 | -2
Cc1cccc(C(=O)N2CCCC(Nc3ccc(F)c(F)c3)C2)n1 (stereo not given) as listed: -9 | 2 | -0.7 | -3 | 4.1 | -1 | -26 | -1 | -4
CC(C)(C)C(=O)Nc1cc(S(=O)(=O)Nc2ccc(Cl)cc2)ccc1O as listed: -2 | 3 | 0.1 | 3 | 0.9 | -1 | -1 | -5 | -2

More compounds follow:
cpd	SMILES	procasp3 activ	CTSL1 counter	Efflux pump mplx	GASC-1 inh	PP5 primary
17	O=C1NCC(O)=C1C=NCCCO	7	-2	0.0	2	0.9
18	CC1CCC(NC(=O)c2cc3c(=O)n(C)c4ccccc4c3n2C)CC1 (stereo not given)	-2	2	0.2	1	-0.1
19	CCCOC(=O)NC1CCS(=O)(=O)C1 (stereo not given)	-2	4	0.0	-7	1.9
20	COC(=O)[C@@H]1C[C@H]2CC[C@H](O)C[C@H]2N1Cc1ccc(Cl)cc1	4	-1	0.0	.	-1.1
21	CC(=C/c1ccccc1)/C=N/NC(=O)c1cc(C)oc1C	2	-2	0.1	0	2.6
22	Cc1[nH]c(=O)[nH]c(=O)c1S(=O)(=O)N1CCOCC1	-2	2	0.1	2	-2.3
23	Cc1ccc(-c2nn(CC(=O)Nc3cccnc3)c(=O)c3ccccc23)cc1	0	8	-0.1	96	2.8
24	COc1ccc(CN2CCN(CC(O)Cn3c4ccccc4c4ccccc43)CC2)cc1 (stereo not given)	1	7	-0.1	-15	4.5

cpd	TPT1 inhibitor	HCV core dimer	PP1 counter	proCasp7 act
17	1	-8	3	-4
18	1	1	-3	3
19	1	-8	-6	-4
20	3	13	2	-3
21	-3	-3	0	1
22	3	5	-1	-5
23	-2	3	-1	1
24	1	-5	4	-13

An excerpt from above in order of the PP5 primary value, lowest first:
entry	SMILES	PP5 primary
18	CC1CCC(NC(=O)c2cc3c(=O)n(C)c4ccccc4c3n2C)CC1 (stereo not given)	-0.1
19	CCCOC(=O)NC1CCS(=O)(=O)C1 (stereo not given)	1.9
24	COc1ccc(CN2CCN(CC(O)Cn3c4ccccc4c4ccccc43)CC2)cc1 (stereo not given)	4.5

(further entries)
cpd	SMILES	procasp3 activ	CTSL1 counter	Efflux pump mplx	GASC-1 inh	PP5 primary
25	Cc1cccc(C)c1-n1c(=O)n(Cc2ccccc2)c(=O)c2[nH]cnc21	2	-3	-0.1	6	2.1
26	CN1CCN(C(=O)C2=C[C@H](c3ccc4c(c3)OCO4)C[C@H](OCCCCO)O2)CC1	4	-2	0.0	1	1.0
27	COC(=O)C1CCN(C(=O)C2CCC(=O)N(CCc3cccc(F)c3)C2)CC1 (stereo not given)	7	0	-0.2	43	2.3
28	O=C(NCc1ccc(F)cc1)C1CCC(CNS(=O)(=O)c2cccs2)CC1 (stereo not given)	-3	0	0.2	-7	-2.5
29	Cc1cc(Cl)ccc1OCC(=O)Nc1nc(-c2cccs2)cs1	4	0	0.1	-5	2.7
30	CCCCCn1nnc2c(=O)oc3ccccc3c21	-4	1	-0.1	18	-0.5
31	Cc1ccc(CNC(=O)c2cn(C3CCCC3)c(=O)c3c2c2ccccc2n3C)o1	0	-3	0.1	-34	-0.1
32	COCCn1c(SCC(=O)c2ccc3c(c2)OCCO3)nnc1-c1ccoc1C	8	5	0.0	8	-0.1

cpd	TPT1 inhibitor	HCV core dimer	PP1 counter	proCasp7 act
25	-2	1	-7	11
26	1	-1	3	8
27	0	-7	-2	5
28	1	-6	0	-3
29	0	8	4	-1
30	1	9	3	9
31	-2	-4	-1	-14
32	0	0	1	5

(continued)
cpd	SMILES	procasp3 activ	CTSL1 counter	Efflux pump mplx	GASC-1 inh	PP5 primary
33	CC(C)Cc1nnc(NS(C)(=O)=O)s1	-5	-6	0.0	-1	-0.4
34	Cc1cccc(NC(=O)C2CCN(C(=O)c3ccccc3C)CC2)n1	11	.	-0.1	2	3.4
35	COc1ccc(OC)c2[nH]c(=O)c(CCNS(=O)(=O)c3ccc(C)cc3)cc12	6	-2	-0.1	4	1.9
36	COc1ccc(Br)c(C(=O)N2CCN(S(=O)(=O)/C=C/c3ccccc3)CC2)c1	1	0	0.0	-13	1.1
37	C=C(C)COc1ccc(-c2n[nH]c(C)c2Oc2ccccc2OC)c(O)c1	-1	2	0.1	-14	4.2
38	COC(=O)Cn1cc(C(=O)c2cccs2)c2ccccc21	8	-1	0.1	-1	-0.1
39	CC(=O)N/C(=C\c1ccccc1)C(=O)OC(C)C(=O)c1ccccc1 (stereo not given)	10	2	0.0	0	-0.3
40	Cc1ccc(C(=O)N(C)Cc2ccc(N3CCOCC3)cc2)cc1S(=O)(=O)NCc1ccccc1	8	.	0.1	1	2.1

cpd	TPT1 inhibitor	HCV core dimer	PP1 counter	proCasp7 act
33	-3	-1	-4	8
34	.	.	-2	-6
35	-9	-3	-1	8
36	-1	5	-1	-1
37	-1	6	1	5
38	1	6	1	5
39	-3	-3	-7	7
40	.	.	4	0

Next part
cpd	SMILES	procasp3 activ	CTSL1 counter	Efflux pump mplx	GASC-1 inh	PP5 primary
41	O=C(Nc1ccc(N2CCOCC2)cc1)c1cc2ccccc2o1	-3	-4	-0.1	2	1.4
42	O=C(CSc1ccccc1)NC(=O)NCc1ccccc1	6	2	0.0	-1	-3.3
43	O=C(Nc1nnc(SCC(=O)N2CCCCC2)s1)c1ccccc1F	-3	-1	0.0	-13	0.0
44	Cn1c(=O)c(C(=O)NCCc2ccccc2)c(O)c2ccccc21	2	3	-0.3	1	-0.4
45	COc1ccc2nc(N3CCN(C(=O)C4COc5ccccc5O4)CC3)sc2c1 (stereo not given)	-5	2	-0.2	2	0.5
46	Cc1ccc(NC(=O)c2cccnc2)cc1S(=O)(=O)N1CCOCC1	1	1	0.0	12	0.4
47	Cc1ccc(C)c(N2CCN(C(=O)CSc3ccsc3[N+](=O)[O-])CC2)c1	-3	-3	0.0	0	2.4
48	CC(C)(C)NC(=O)c1ccc2c(c1)CCO2	-5	-3	-0.1	-1	-2.0

cpd	TPT1 inhibitor	HCV core dimer	PP1 counter	proCasp7 act
41	3	-3	0	2
42	0	3	-1	4
43	1	5	-1	9
44	1	-2	-2	6
45	3	5	6	1
46	4	3	-1	1
47	-1	56*	5	2
48	-1	-1	-1	-1

Next records follow.
cpd	SMILES	procasp3 activ	CTSL1 counter	Efflux pump mplx	GASC-1 inh	PP5 primary
49	CC(C)NC(=O)NC(=O)CSc1ncc(C(F)(F)F)cc1Cl	1	0	0.0	-8	1.4
50	Cc1ccc(NC(=O)Nc2nnc(-c3ccncc3)s2)cc1C	-11	-2	0.0	18	1.7
51	CN(Cc1ccc(Cl)cc1)C(=O)CNC(=O)C12CC3CC(CC(C3)C1)C2	3	.	0.3	5	3.5
52	CCCCC(=O)NC(c1ccc(N(C)C)cc1)c1ccc2cccnc2c1O (stereo not given)	5	4	-0.2	-16	1.2
53	CC(C)N(Cc1nccn1C)C(=O)c1cc(COc2ccc(-n3cncn3)cc2)on1	4	-3	-3.7	2	-0.1
54	CC(=O)c1cccc(NC(=O)c2cc(=O)[nH]c3ccccc23)c1	0	-1	-0.3	-7	0.3
55	CN1CCN(c2c([N+](=O)[O-])cnc3ccccc23)CC1	-6	5	0.1	1	-0.4

cpd	TPT1 inhibitor	HCV core dimer	PP1 counter	proCasp7 act
49	1	-1	3	-1
50	0	18	25*	-1
51	.	.	2	4
52	-1	3	29*	4
53	-2	-7	2	-5
54	1	10	-1	-3
55	2	-1	-4	-6
